RAD54 branch: RAD54 (human) branch migration inhibition; Q92698; RAD54 Holliday junction branch migration, FAM/BHQ fluorescence; inhibition, % at 10.4 µM; 360,000 compounds, 0.14% hits; AID 602329;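 active = mean normalized replicate activity at least 40 and at least half of replicates scoring 40 or more; inconclusive = only one of the two criteria met; inactive = mean below 40 and under half of replicates reaching 40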;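 note: 0% = median of neutral control wells and 100% = median of positive control wells; inhibitors cause a drop in the FAM fluorescence signal; in these data hits start at about 50%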
Target sequence (Q92698 whole entry, looked up): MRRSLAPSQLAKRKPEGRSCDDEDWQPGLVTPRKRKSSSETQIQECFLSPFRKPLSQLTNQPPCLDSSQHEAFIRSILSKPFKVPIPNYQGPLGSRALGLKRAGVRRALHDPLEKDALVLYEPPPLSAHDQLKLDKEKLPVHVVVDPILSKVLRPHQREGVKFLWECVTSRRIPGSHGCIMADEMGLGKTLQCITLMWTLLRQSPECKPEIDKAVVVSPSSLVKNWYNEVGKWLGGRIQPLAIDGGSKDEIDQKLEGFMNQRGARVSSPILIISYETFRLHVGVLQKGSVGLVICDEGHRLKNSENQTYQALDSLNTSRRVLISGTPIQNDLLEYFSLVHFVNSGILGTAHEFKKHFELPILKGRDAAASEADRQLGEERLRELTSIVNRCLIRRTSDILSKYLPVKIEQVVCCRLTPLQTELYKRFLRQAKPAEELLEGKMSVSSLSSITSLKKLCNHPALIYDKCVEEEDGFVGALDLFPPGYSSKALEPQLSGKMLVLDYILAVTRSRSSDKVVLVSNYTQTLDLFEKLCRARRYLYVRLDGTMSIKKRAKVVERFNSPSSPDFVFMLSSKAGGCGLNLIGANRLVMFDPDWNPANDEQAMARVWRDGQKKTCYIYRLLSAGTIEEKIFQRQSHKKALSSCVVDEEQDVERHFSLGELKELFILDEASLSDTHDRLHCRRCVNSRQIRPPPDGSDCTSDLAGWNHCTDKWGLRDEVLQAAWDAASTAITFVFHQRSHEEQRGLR
esBAF inh: blocks esBAF chromatin remodeling in mouse ES cells; Bmi1-luciferase knock-in reporter, 24 h; 100% = twice the neutral-well signal; reporter increase, % at 12.5 µM; 350,000 compounds, 2% hits; AID 602393; in the data active = activation above about 40%; inconclusive = no clear call, values can overlap the other calls;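 note: 0% = median of the plate's neutral control wells and 100% = double that signal; a rise in the Bmi1 reporter signal indicates esBAF inhibition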
FN deposit inh: fibronectin deposition inhibition | AH1F fibroblasts, Alexa488-fibronectin deposition fluorescence, overnight | inhibition, % at 12.6 µM | 350,000 compounds, 0.086% hits;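 active = mean inhibition across replicates of 30% or more, regardless of how many single replicates reach that level; inconclusive = mean under 30% yet at least half of replicates reach 30%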;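 note: positive control wells lacked labelled fibronectin entirely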
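Test system: AH1F fibroblast monolayer depositing Alexa488-labelled fibronectin into matrix. Input: 10000 cells per well. Technique: fluorescence, ex 485 nm, em 525 nm. Buffer or medium: DMEM plus 2% serum, read in PBS. Timing: 1 h cell adhesion before compound, then overnight fibronectin incubation. Compound: single dose, pinned. Read-out basis: inhibition from reduced deposited-fibronectin fluorescence.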
An asterisk follows results filed as active; ? = inconclusive. This is a subset. The share of hits here may be higher or lower than overall.

| compound | RAD54 branch | esBAF inh | FN deposit inh |
| --- | --- | --- | --- |
| CCOC(=O)c1cc(C(C)(C)C)oc1CNC(=O)c1c(C)oc2c1CCCC2 | 1 | 0 | 9 |
| CCOC(=O)c1[nH]c2ccc(C)cc2c1N | -4 | ? | 1 |
| Cc1[nH]nc2c1C1(CCN(C(=O)c3ccccc3)CC1)C(C#N)=C(N)O2 | -3 | -3 | 4 |
| Cn1c(NCc2ccco2)nc2c1c(=O)n(Cc1ccc(Br)cc1)c(=O)n2C | -4 | 3 | 19 |
| CCCCc1nc2ccccc2c(=O)n1NC(=O)c1c(O)c2c(n(CC(C)C)c1=O)CCCC2 | 2 | 0 | 13 |
| CCOC(=O)C1=C(C)Nc2nc(=S)[nH]n2C1c1ccc(Cl)cc1 (centres undefined) | 9 | -5 | -6 |
| COc1cc(/C=N/NC(=O)c2ccoc2C)cc(OC)c1OC | -3 | 8 | -1 |
| CCCCn1cc(SCC(=O)O)c2ccccc21 | 8 | 0 | -14 |

One compound at a time, as listed above. Values in the order: RAD54 branch, esBAF inh, FN deposit inh
`CCOC(=O)c1cc(C(C)(C)C)oc1CNC(=O)c1c(C)oc2c1CCCC2` reads 1, 0, 9
`CCOC(=O)c1[nH]c2ccc(C)cc2c1N` reads -4, ?, 1

Continued.
| compound | RAD54 branch | esBAF inh | FN deposit inh |
| --- | --- | --- | --- |
| CCN(CC)CCSc1nc(O)c(C(C)C)c(=O)[nH]1 | -3 | -1 | 4 |
| CCCCOC(=O)CSC1=C(C#N)C(c2ccccc2OC)C(C#N)C(=O)N1 (centres undefined) | 7 | -9 | -12 |
| Cc1nnc(SCC(=O)N2CCN(S(=O)(=O)c3ccccc3)CC2)n1Cc1ccccc1 | -15 | 5 | -2 |
| CS(=O)(=O)N(CC(=O)N1CCN(c2ccc(F)cc2)CC1)c1ccc(F)c(Cl)c1 | 4 | -4 | -2 |
| Cn1c(SCC(=O)N2CCN(c3ccccc3)CC2)nnc1-c1ccccc1 | -2 | 2 | 1 |
| C=CCn1c(C)cc(C(=O)COC(=O)COc2ccccc2C#N)c1C | 2 | 5 | -4 |
| Cc1ccc(-c2nnc(CSc3nnc(C)s3)o2)cc1 | 3 | 12 | -9 |
| CCc1cccc(NC(=O)CN(c2ccc(OC)cc2)S(=O)(=O)c2c(C)n[nH]c2C)c1 | 1 | 4 | 1 |
| CCN1CCN(Cc2c(O)c(Cl)cc3c(C)cc(=O)oc23)CC1 | -9 | -4 | 10 |
| COc1cc(C(=O)OCC(=O)NC2CCCC2)cc(NC(=O)c2ccco2)c1OC | -1 | 0 | 2 |
| CCN1CCN(CCn2c(=S)[nH]c3ccccc3c2=O)CC1 | 2 | 2 | -6 |
| O=C(CC1SC2=NCCN2C1=O)Nc1ccc(Cl)cc1 (centres undefined) | 4 | -4 | -4 |
| CCOC(=O)c1[nH]c2cc3c(cc2c1CCCN1C(=O)c2ccccc2C1=O)OCCO3 | ? | 5 | -5 |
| Fc1ccccc1OCCCN1CCOCC1 | 3 | 6 | 4 |
| C=CC(=O)NC(NC(=O)C=C)c1ccc(Br)cc1 | -6 | -14 | 6 |
| O=C(N(Cc1ccccc1)c1ccccn1)C12CC3CC(CC(C3)C1)C2 | 16 | -15 | -2 |
| O=C(Nc1ccc2c(c1)OCO2)C1CCN(C(=O)CSc2ncnc3ccccc23)CC1 | 2 | -9 | -2 |
| CC(=O)NCCOC(=O)Nc1ccncc1 | -6 | -2 | 5 |
| Cc1ccccc1-c1cc2c(nn1)-c1ccccc1C2=O | -2 | -11 | 13 |
| COc1ccc(NC(=O)C(CCSC)N2C(=O)c3ccccc3C2=O)cc1 (centres undefined) | 6 | 2 | -6 |
| CC1(C)CC(=O)c2c(nn(-c3ccccc3)c2-c2ccncc2)C1 | 2 | 1 | -1 |
| Cc1cccc(N2CCCC2=Nc2ccc(Br)cc2C#N)c1 | 2 | 12 | 6 |
| COc1ccccc1NC(=O)NS(=O)(=O)c1ccc(C)cc1 | -1 | -8 | -16 |
| Cc1ccc(NC(=O)C(C)N2C(=O)C3C4CC(C(Br)C4Br)C3C2=O)cc1 (centres undefined) | 4 | 12 | 1 |
| CCCSc1nc(N2CCOCC2)c2c(c1C#N)CCCC2 | -7 | 5 | -21 |
| O=C(NC1CCCC1)C1CC1c1ccccc1 (centres undefined) | -14 | -6 | -5 |
| CCc1ccccc1NC(=O)CSc1nnc([C@@H](N)Cc2ccccc2)o1 | 3 | 8 | -4 |
| Cc1cccc(CSCCNC(=O)CSCc2ccc([N+](=O)[O-])cc2)c1 | -1 | -6 | 5 |
| COc1ccc(C(O)C(CN2CCOCC2)c2ccccc2)cc1 (centres undefined) | -1 | -3 | -4 |
| O=C1OCCC1S(=O)(=O)c1ccc2ccccc2c1 (centres undefined) | -5 | -3 | 12 |
| CCCc1nc2cc(CC(=O)OC)ccc2o1 | -1 | 0 | -9 |
| Cc1cccc(N(C)S(=O)(=O)c2cccc3nsnc23)c1 | -11 | 0 | -2 |
| Cc1cc2c(c(=O)n1CCCn1ccnc1)C(c1ccco1)C(C#N)=C(N)O2 (centres undefined) | 3 | -10 | 0 |
| Cc1nn(CCc2n[nH]c(=S)n2-c2cccc(Cl)c2)c(C)c1[N+](=O)[O-] | -2 | 3 | -1 |
| CC(C)CSc1ncnc2c1oc1nc3c(cc12)COC(C)(C)C3 | -7 | 13 | -1 |
| O=C(N/N=C/c1ccc(O)c(O)c1O)/C(=C/c1ccc([N+](=O)[O-])cc1)NC(=O)c1ccccc1 | -3 | -10 | 5 |
| O=C(CC1CCCC1)OCn1nnc2ccccc2c1=O | -4 | 3 | 5 |
| CCOC(=O)c1ccc2c(c1)n(CC)c(/C=C/Nc1ccccc1)[n+]2CC | 4 | 2 | 0 |
| CC(C)(C)SCCNC(=O)c1ccc(NS(C)(=O)=O)cc1 | 5 | 23 | -1 |
| CSc1nnc(-c2nnc(SC)n2-c2ccccc2)n1-c1ccccc1 | -8 | -5 | 10 |
| COc1ccccc1N1CCN(C(=O)c2cc(-c3ccc(C)cc3)on2)CC1 | -1 | -2 | 1 |
| Cc1cccc(OCCSc2nnc(-c3ccoc3C)n2C)c1 | -8 | -6 | 7 |
| CCOc1cc([C@H]2[C@@H]3CCCC[C@]3(O)CCN2CC(=O)NCc2ccco2)ccc1O | -5 | 2 | 0 |
| CNc1sc(C(=O)c2ccccc2F)c(N)c1-c1nc2ccccc2s1 | -9 | 20 | 4 |
| CC1CCCN(C(=O)Cc2ccc(F)cc2)C1 (centres undefined) | -12 | 3 | 4 |
| COc1ccc2nc(NC(=O)C3CCN(S(=O)(=O)c4cccc5nsnc45)CC3)sc2c1 | 1 | -30 | 14 |
| CCn1c(CNC(=O)c2cccc(C)c2)nnc1SCC(=O)Nc1cccc(OC)c1 | -10 | 3 | 6 |
| O=C(Nc1ccccc1N1CCN(C(=O)c2ccc(Cl)cc2)CC1)c1ccc(Br)cc1 | -4 | 4 | 1 |
| CC(=O)c1cccc(Nc2nc(=O)c3cccnc3s2)c1 | 13 | 16 | 4 |
| COC(=O)C1=C(O)C(C(=O)OC)C(c2ccc(C)cc2)C(C#N)(C#N)C1c1ccc(C)cc1 (centres undefined) | 18 | 1 | 1 |
| O=C(Nc1ccc(S(=O)(=O)N2CCN(Cc3ccccc3)CC2)cc1)c1cnccn1 | -9 | -2 | 16 |
| CS(=O)(=O)c1ccc(Cl)c(S(=O)(=O)NCc2ccccc2)c1 | 0 | 6 | 8 |
| Cc1ccc(-n2c(COc3c(C)cccc3C)nnc2SCC(=O)Nc2nccs2)cc1 | 6 | -2 | 10 |
| c1ccc(-c2nc(CSc3nnc(-c4cccs4)o3)cs2)cc1 | -3 | -10 | -12 |
| CCCCC1CCC(/C(N)=N/O)CC1 (centres undefined) | -5 | 8 | 10 |
| Cc1cc2cc(CCNC(=O)C(C)C)c(=O)[nH]c2cc1C | -5 | 1 | 4 |

Remaining list, next part.
| compound | RAD54 branch | esBAF inh | FN deposit inh |
| --- | --- | --- | --- |
| Cn1c(=O)c2c(nc(N3CCCC3)n2CC(O)CO)n(C)c1=O (centres undefined) | -1 | -16 | -1 |
| CCOc1ccc2nc(SCC#N)c(C#N)cc2c1 | 0 | -8 | 2 |
| N#Cc1ccc(-c2ccc(F)cc2)nc1Sc1ccccc1 | -9 | -11 | 14 |
| COc1ccc(S(=O)(=O)Nc2cc(C)c(O)cc2C(C)C)cc1 | -6 | 1 | -6 |
| O=S(=O)(c1ccc(Oc2ccccc2)cc1)N1CCOCC1 | 2 | -7 | 2 |
| CCCCN(C)Cc1c(O)ccc2c(-c3ccccc3)cc(=O)oc12 | -8 | 3 | -2 |
| CCOC(=O)c1sc(NC(=O)c2c(C)nn(Cc3ccccc3)c2C)cc1C | 5 | 20 | -2 |
| CCOc1ccc(C(C)NC(=O)Nc2ccccc2C(=O)OC)cc1 (centres undefined) | 12 | -2 | 21 |
| CCN(Cc1cc2ccccc2[nH]c1=O)C(=O)C1CCCCC1 | -3 | 2 | -9 |
| OCCNc1cc(-n2nc(-c3ccccc3)cc2-c2ccccc2)ncn1 | -1 | 2 | 8 |
| CCOc1cc(C(=O)Nc2c(C)ccc3nsnc23)cc(OCC)c1OCC | -9 | -5 | -6 |
| Cc1c(C#N)c(N=CN(C)C)c(C(=O)c2ccc(Br)cc2)n1-c1ccc(Cl)cc1 | 14 | -1 | 0 |
| Cc1nn2c3ccccc3nc2c2ccccc12 | 19 | 30 | -6 |
| O=C1CN(C(=O)c2cccs2)c2ccccc2N1 | -15 | 5 | 5 |
| Nc1nonc1C(=O)NCCNCc1ccccc1OCc1ccccc1F | -13 | -22 | 10 |
| CS(=O)(=O)N(Cc1ccccc1)c1ccccc1C(=O)N1CCN(c2ccccc2)CC1 | 9 | 0 | 11 |
| Cc1nn(CC(O)Cn2c3c(c4ccccc42)CCN(C)C3=O)c(C)c1Br (centres undefined) | -7 | 6 | -5 |
| O=C(CNC(=O)c1ccco1)OCC(=O)c1ccccc1 | 5 | 7 | -6 |
| O=C(Nc1ccc(Cl)cc1)[C@@H]1[C@@H]2C(=O)N(c3ccc(Cl)cc3)C(=O)[C@@H]2[C@H]2C=CC=NN21 | -2 | -1 | -6 |
| O=C(NCc1cccnc1)c1cccc2c1C(=O)N(Cc1cccnc1)C2 | -4 | 1 | -4 |
| CCN(CC)C(=O)CSc1nnc(C2CCCCC2)o1 | -9 | 5 | 5 |
| Cc1cc(C)c2c(n1)nn1c(N3CCN(c4ccccc4C)CC3)cc(C)nc21 | 5 | 2 | -5 |
| O=C(O)CCc1ccc(-c2cccs2)n1Cc1ccco1 | -8 | 4 | -2 |
| CCOc1ccc(OCC)c(NC(=O)C(NS(=O)(=O)c2ccc3c(c2)oc(=O)n3C)C(C)C)c1 (centres undefined) | -2 | 2 | 1 |
| COc1ccc(-c2nc(-c3ccccc3OC)no2)cc1OC | 11 | 55* | -16 |
| Cc1cccc(-c2noc(CCCOc3ccc(Cl)cc3Cl)n2)c1 | 1 | -4 | 2 |
| COC(=O)C1C2C=CC(C3CC23)C1C(=O)OCC(=O)c1ccccc1 (centres undefined) | -2 | -7 | -24 |
| COc1ccc(NC(=O)c2ccco2)cc1NC(=O)c1ccc(C)cc1 | 3 | -4 | 7 |
| CCn1c(=O)cc(SCC(=O)N2CCN(c3ccccc3OC)CC2)c2ccccc21 | -1 | -5 | 2 |
| Cc1ccc(C(=O)c2cncc(Br)c2)cc1 | -5 | 24 | 5 |
| COc1ccc(CN(Cc2nc3ccccc3c(=O)[nH]2)C(=O)NC2CCCCC2)cc1 | -2 | 0 | 4 |
| CC(C)(C)c1ccc(-c2cc(C(=O)NNC(=O)Nc3ccccc3)c3ccccc3n2)cc1 | 7 | 10 | -7 |
| CCc1cccc(NC(=O)Cc2cn(C)c3ccccc23)c1 | -4 | 0 | -1 |
| Cc1occc1C(=O)NC1CCCc2ccccc21 (centres undefined) | -14 | 4 | 0 |
| O=C1CCCc2c1nc(-c1cccc(Cl)c1)n2O | -14 | -1 | 6 |
| CCN1C(=O)c2cccc3c(S(=O)(=O)Nc4ccccn4)ccc1c23 | 5 | -13 | 9 |
| CCCCn1c(SCC(=O)Nc2cc(C)on2)nnc1-c1cccnc1 | -8 | -3 | 1 |
| CCC(c1nc2ccccc2c(=O)n1CCN1CCOCC1)N1C(=O)c2ccccc2C1=O (centres undefined) | 7 | -5 | -12 |
| CCOC(=O)N1CCN(Cc2ccccn2)CC1 | -5 | -7 | 6 |
| CN(C)S(=O)(=O)N1CCN(Cc2ccccc2)CC1 | 2 | -6 | -2 |

Three of the entries above in order of the esBAF inh value, high to low.
molecule	esBAF inh
CCc1cccc(NC(=O)Cc2cn(C)c3ccccc23)c1	0
O=C1CCCc2c1nc(-c1cccc(Cl)c1)n2O	-1
CN(C)S(=O)(=O)N1CCN(Cc2ccccc2)CC1	-6

(continued)
| compound | RAD54 branch | esBAF inh | FN deposit inh |
| --- | --- | --- | --- |
| COc1ccc(C(=O)N(Cc2ccc(N(C)C)cc2)C2CCS(=O)(=O)C2)cc1 (centres undefined) | -14 | -8 | 4 |
| O=C(Nc1cccc(F)c1)Nc1ccccn1 | -20 | 38 | -5 |
| CCn1c2ccccc2c2nnc(SCC(=O)c3ccccc3)nc21 | 7 | 4 | 1 |
| COCCn1c(C)cc(C2=NNC(=Nc3ccccc3F)SC2)c1C | -3 | -75 | -20 |
